Screening results as filed in PubChem BioAssay.
KCNK3 inh: human KCNK3 channel inhibition, primary screen; O14649; CHO-KCNK3 thallium flux, FluxOR fluorescence; active compounds read low; 340,000 tested, 0.84% active; B-score at 10 µM;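 active means B-score under library mean minus 4 SD, starting fluorescence ratio at most library mean plus 5 SD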;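 further: more negative B-score means stronger inhibition of thallium flux through KCNK3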
hERG protect: compounds protecting human hERG from proarrhythmic drug block. Q12809. CHO-hERG, FluxOR thallium flux, dofetilide IC70 present. activation (rescue from dofetilide block), less the hit threshold, % at 10 µM. 310,000 tested, 0.51% active;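 active means activation above the mean of controls blocked by dofetilide plus 5 SD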;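 further: thallium influx through hERG after potassium depolarization seen as dye fluorescence rise; in these data hits start at about 4.7%; inactives centre near -7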
Target sequence (Q12809 whole entry, looked up): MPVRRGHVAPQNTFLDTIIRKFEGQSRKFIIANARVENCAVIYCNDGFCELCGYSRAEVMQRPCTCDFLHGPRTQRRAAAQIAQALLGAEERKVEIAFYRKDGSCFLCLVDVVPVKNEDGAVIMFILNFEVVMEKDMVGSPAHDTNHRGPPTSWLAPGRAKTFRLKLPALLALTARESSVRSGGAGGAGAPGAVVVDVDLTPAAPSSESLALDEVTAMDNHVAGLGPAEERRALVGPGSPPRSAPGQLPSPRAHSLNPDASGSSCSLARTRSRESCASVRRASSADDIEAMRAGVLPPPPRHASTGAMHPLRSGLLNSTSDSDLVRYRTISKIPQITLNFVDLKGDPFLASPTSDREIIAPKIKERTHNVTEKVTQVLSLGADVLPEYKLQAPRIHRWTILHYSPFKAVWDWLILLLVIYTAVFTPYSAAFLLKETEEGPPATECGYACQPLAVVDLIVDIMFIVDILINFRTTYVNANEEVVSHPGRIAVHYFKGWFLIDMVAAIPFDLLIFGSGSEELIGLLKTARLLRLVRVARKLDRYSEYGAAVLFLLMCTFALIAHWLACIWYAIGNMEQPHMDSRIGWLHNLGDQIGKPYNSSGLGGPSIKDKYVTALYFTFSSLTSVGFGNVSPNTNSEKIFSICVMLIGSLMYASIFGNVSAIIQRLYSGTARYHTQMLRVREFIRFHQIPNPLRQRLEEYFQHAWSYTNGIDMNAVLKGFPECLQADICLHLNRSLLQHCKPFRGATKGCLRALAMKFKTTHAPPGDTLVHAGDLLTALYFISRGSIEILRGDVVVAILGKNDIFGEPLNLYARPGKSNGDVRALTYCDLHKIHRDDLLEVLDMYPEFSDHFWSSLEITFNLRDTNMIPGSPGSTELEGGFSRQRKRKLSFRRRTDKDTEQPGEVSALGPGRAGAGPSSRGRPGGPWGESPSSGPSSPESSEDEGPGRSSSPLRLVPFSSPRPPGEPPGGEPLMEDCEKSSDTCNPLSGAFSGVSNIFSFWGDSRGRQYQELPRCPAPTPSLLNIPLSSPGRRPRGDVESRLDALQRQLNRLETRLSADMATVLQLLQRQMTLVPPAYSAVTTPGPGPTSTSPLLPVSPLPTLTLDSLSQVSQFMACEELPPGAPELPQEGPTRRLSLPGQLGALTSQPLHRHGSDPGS
KCNQ1 act: human KCNQ1 channel potentiation or activation | CHO-K1 KCNQ1, thallium flux FluxOR fluorescence; active compounds read high | B-score at 10 µM | 310,000 tested, 0.35% active;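 active means fluorescence ratio B-score, a plate-corrected score, at least three library SD, with initial intensity B-score within 5 SD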
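Material: CHO-K1 cells stably expressing KCNQ1. Medium: assay buffer for compound exposure, DMSO matched across wells. Reagent: K+/Tl+ depolarizing stimulus. Compound dosing: single-concentration screen. Times: 37 °C overnight plating, 90-min dark dye load, 20-min compound pretreatment. Technique: FluxOR Tl+ flux fluorescence.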
TRPC4 PAM: TRPC4 (mouse) allosteric potentiation | Q9QUQ5 | HEK293 TRPC4beta/mu-opioid, DAMGO EC20, Fluo-4 Ca2+ flux; active compounds read high | B-score at 10 µM | 310,000 tested, 0.42% active;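 active means B-score of calcium response area above 5 SD of library B-scores, with initial fluorescence ratio within 5 SD of library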;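 further: B-score of integrated fluorescence ratio over time as area under calcium response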
TRPC4 agonist: opens the mouse TRPC4 cation channel; HEK293 TRPC4beta/mu-opioid, Fluo4 calcium fluorescence; active compounds read high; B-score at 10 µM; 310,000 tested, 0.49% active; AID 2237;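 active means B-score above 5 SD of library B-scores, and initial fluorescence ratio not above library mean plus 5 SD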;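 further: positive B-score marks a calcium rise read as TRPC4 activation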
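Assay system: HEK293 cells stably co-expressing mouse TRPC4beta and mu-opioid receptor / Timing: Fluo4 dye loading 45 min at room temperature, 110 s recording / Signal: Fluo4 calcium-sensitive dye fluorescence, kinetic, 1 Hz baseline / Read-out: integrated baseline-normalised fluorescence ratio, converted to per-well B score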
Platelet DG rel: modulates dense granule release in human platelets; human platelet-rich plasma, SFLLRN dense granule ATP release, luminescence; inhibition, %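 (compounds screened at 7.5 µM in platelet-rich plasma)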; 300,000 tested, 0.22% active; AID 1663;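 active means mean replicate score, as percent of positive control, at or above 50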
DYRK1A inh: inhibitors of rat Dyrk1A kinase; 310,000 tested, 0.43% active; AID 504441; ADP-Glo luminescence, NFATc1 peptide; Q63470; inhibition, % at 12.5 µM; in the data active means inhibition above about 50%;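 further: plate controls were vehicle with enzyme for no effect and no enzyme for full effect; many of its hits are not listed in these tables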
TRPC4 inh: TRPC4 (mouse) channel inhibition. Q9QUQ5. HEK293 TRPC4beta/mu-opioid, DAMGO-evoked Fluo4 calcium flux; active compounds read low. B-score at 10 µM. 300,000 tested, 0.39% active;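 active means B-score over 3 SD under the library average, no early fluorescence shift, positive overall ratio signal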
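Test system – stable TRPC4beta/mu-opioid receptor HEK293 cells · Probe or stimulus – DAMGO, a submaximal dose followed by a maximal one · Dosing – one concentration per compound · Signal – Fluo4 calcium fluorescence by kinetic imaging, 5 s 1 Hz baseline · Evaluation – per-well B score of integrated baseline-normalized Fluo4 ratio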
PolyA inhibitor: inhibitors of polyadenylation in S. cerevisiae. calls only at 12 µM. 300,000 tested, 0.02% active. S. cerevisiae SKY197-pL101 polyadenylation reporter, beta-gal luminescence; efflux-impaired pdr1/pdr3 knockout yeast; score 100 = 6 SD above DMSO;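 active means lowest replicate activity score at least 50, where 100 means six control SD above control mean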;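 further: yeast exposed to compound for 9 h at 30 °C; higher score means more reporter readthrough which indicates perturbed polyadenylation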
KCNQ1 inh: blocks the human KCNQ1 potassium channel; P51787; CHO-K1 KCNQ1, FluxOR thallium flux fluorescence; active compounds read high; B-score at 10 µM; 310,000 tested, 1.3% active; AID 2642;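 active means compounds whose thallium flux B-score, printed positive for inhibition, exceeds three library SD while starting fluorescence stays within three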;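 further: channel opened by potassium depolarization with thallium stimulus after 20 min compound exposure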
KCNK9 block: inhibitors of human KCNK9 two-pore domain potassium channel; HEK293 KCNK9, FluxOR thallium flux fluorescence; active compounds read low; B-score at 10 µM; Q9NPC2; 310,000 tested, 1.2% active;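 active means ratio B-score over 3 SD below the library mean, with starting fluorescence within 5 SD of its mean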;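 further: negative B-score means less thallium flux so channel inhibition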
Numbers without * were called inactive; i = inactive; . = not tested or not shown; & = joins results of further samples.

SMILES	KCNK3 inh	hERG protect	KCNQ1 act	TRPC4 PAM	TRPC4 agonist	Platelet DG rel	DYRK1A inh	TRPC4 inh	PolyA inhibitor	KCNQ1 inh	KCNK9 block
S=c1[nH]nc(-c2ccccc2)n1/N=C/c1cccc(Br)c1	i	-1	i	i	i	6	12	i	i	i	i
COc1cccc(CNC(=O)CSCC(=O)Nc2cc(C)on2)c1	i	-13	i	i	i	1	-4	i	i	i	i
CCc1nc2ccc(C(=O)NCCc3ccc(OC)c(OC)c3)cc2nc1CC	i	-14	i	i	i	25	-4	i	i	i	i
Cc1ccc(S(=O)(=O)NNc2nc3ccccc3nc2C(F)(F)F)cc1	i	-5	i	i	i	-1	17	i	i	i	i
O=C(CCS(=O)(=O)c1ccccc1Cl)NCCC1=CCCCC1	i	-10	i	i	i	1	-5	i	i	i	i
CCCCN1CC(=O)N2Cc3[nH]c4ccccc4c3C[C@H]2C1=O	i	-2	i	i	i	-3	2	i	i	i	i
Cc1cnc(NC(=O)CCCc2nc3ccccc3s2)s1	i	-7	i	i	i	-27	5	i	i	i	i
Cc1cccc(OCC(O)Cn2c(NCc3cccnc3)nc3c2c(=O)[nH]c(=O)n3C)c1 (stereo not given)	i	-8	i	i	i	13	6	i	i	i	i
CC1(C)CC(=O)C(/C=N/n2cnc3ccccc3c2=O)=C(O)C1	i	-3	i	i	i	2	7	i	i	i	i
COc1ccc(S(=O)(=O)N(C)C2CCS(=O)(=O)C2)cc1OC (stereo not given)	i	-13	i	i	i	-5	10	i	i	i	i
COC(=O)c1sc(=S)n(-c2ccccc2OC)c1N	i	-6	i	i	i	1	-2	i	i	i	i
CCc1nnc(NC(=O)[C@@H](NC(=O)c2ccc(C(C)(C)C)cc2)C(C)C)s1	i	-7	i	i	i	-7	1	i	i	i	i

Next section, overlapping the part above by five compounds.
SMILES	KCNK3 inh	hERG protect	KCNQ1 act	TRPC4 PAM	TRPC4 agonist	Platelet DG rel	DYRK1A inh	TRPC4 inh	PolyA inhibitor	KCNQ1 inh	KCNK9 block
Cc1cccc(OCC(O)Cn2c(NCc3cccnc3)nc3c2c(=O)[nH]c(=O)n3C)c1 (stereo not given)	i	-8	i	i	i	13	6	i	i	i	i
CC1(C)CC(=O)C(/C=N/n2cnc3ccccc3c2=O)=C(O)C1	i	-3	i	i	i	2	7	i	i	i	i
COc1ccc(S(=O)(=O)N(C)C2CCS(=O)(=O)C2)cc1OC (stereo not given)	i	-13	i	i	i	-5	10	i	i	i	i
COC(=O)c1sc(=S)n(-c2ccccc2OC)c1N	i	-6	i	i	i	1	-2	i	i	i	i
CCc1nnc(NC(=O)[C@@H](NC(=O)c2ccc(C(C)(C)C)cc2)C(C)C)s1	i	-7	i	i	i	-7	1	i	i	i	i
O=C(NCc1nc2ccccc2[nH]1)C1=C[C@H](c2coc3ccccc3c2=O)C[C@H](OCCCCO)O1	i	-9	i	i	i	10	-2	i	i	i	i
CCN(CC)CCNC(=O)C(C)c1nn(CC)c(=O)c2ccccc12 (stereo not given)	i	-5	i	i	i	6	-13	i	i	i	i
CC(C)[C@H](NC(=O)OCc1ccccc1)C(=O)OCC(=O)NC1(C#N)CCCC1	i	-7	i	i	i	-3	-4	i	i	i	i
CC(=O)Nc1ccc(NC(=O)CCC(=O)OCC(=O)c2ccc(F)cc2)cc1	i	-8	i	i	i	2	.	i	i	i	i
Cc1cc2cc3c(cc2nc1SCC(=O)N1CCN(C(=O)c2ccco2)CC1)OCO3	i	-1	i	i	i	9	-6	i	i	i	i
Cc1ccccc1C(=O)N1CCC(C(=O)Nc2ccc(S(=O)(=O)N3CCCC3)cc2)CC1	i	-2	i	i	i	8	-10	i	i	i	i
Cc1ccsc1C(=O)Nc1cccc(S(=O)(=O)N(C)C)c1	i	-7	i	i	i	27	3	i	i	i	i
CCN(CC)C(=O)CSc1n[nH]c(=S)n1N	i	-4	i	i	i	4	4	i	i	i	i
O=C(COc1ccccc1[N+](=O)[O-])N/N=C/c1ccncc1	i	-17	i	i	i	-7	6	i	i	i	i
Cc1[nH]c2ccccc2c1C(=O)C(=O)NCCCn1ccnc1	i	-9	i	i	i	11	.	i	i	i	i
O=C(O)CCC(=O)Nc1ccccc1C(=O)NCc1ccco1	i	-2	i	i	i	1	-18	i	i	i	i
O=C(CCS(=O)(=O)c1cccc2nsnc12)N1CCN(C(=O)c2ccco2)CC1	i	-6	i	i	i	2	0	i	i	i	i
CC(O)CNC(=O)c1ccc(-c2nn(C)c(=O)c3ccccc23)cc1 (stereo not given)	i	-13	i	i	i	-5	-1	i	i	i	i
Cc1ccc(C)c(C2C(=O)c3ccccc3C2=O)c1	i	-3	i	i	i	-17	-7	i	i	i	i
S=C(NC1CCCCC1)NN1CCOCC1	i	-14	i	i	i	-2	8	i	i	i	i
CCOc1ccccc1NC(=O)Nc1ccc(Cl)cc1	i	-16	i	i	i	-2	2	i	i	i	i
Cc1cc(C)nc(SCc2nnc(SCC(=O)Nc3ccccc3C)n2Cc2ccco2)n1	i	-8	i	i	i	-3	6	i	i	i	i
Nn1c(SCCOc2ccc(Cl)cc2)nnc1-c1cccnc1	i	-5	i	i	i	-4	.	i	i	i	i
Brc1cccc2sc(N3CCN(c4ccccc4)CC3)nc12	i	-12	i	i	i	1	3	i	i	i	-14*
CC(NC(=O)COc1ccccc1-c1ccccc1)c1ccccc1 (stereo not given)	i	-5	i	i	i	11	-5	i	i	i	i
O=C(NCCN1CCOCC1)c1cc(-c2ccccc2Cl)nc2ccccc12	i	-15	i	i	i	4	-1	i	i	i	i
CCNCCC(CCC(C)C)c1ccc2c(c1)OCO2 (stereo not given)	i	-9	i	i	i	-1	-6	i	i	i	i
CS(=O)(=O)N1CCN(c2ccccc2NC(=O)c2ccc(Cl)cc2)CC1	i	-1	i	i	i	-5	-2	i	i	i	i
CC1CCCCN1C(=O)CSc1nnc(-c2ccco2)n1CC1CCCO1 (stereo not given)	i	-6	i	i	i	14	-1	i	i	i	i
O=C(NCCCc1ccccc1)Nc1cccc(Cl)c1	i	-16	i	i	i	-5	6	i	i	i	i
COc1ccccc1C(=O)NCCC(=O)N1CCCC(C(F)(F)F)C1 (stereo not given)	-9.5*	0	i	i	i	-2	3	i	i	i	i
CCOC(=O)c1c(C)oc2ccc(O)c(CN(C)C)c12	i	-5	i	i	i	7	0	i	i	i	i
CCCC(=O)c1ccc(N2CCN(C(=O)c3ccccc3)CC2)c(F)c1	i	-16	i	i	i	.	1	i	.	i	i
Cc1ccc(-n2nnnc2SC(C(=O)c2c[nH]c3ccccc23)c2ccccc2)cc1 (stereo not given)	i	-8	i	i	i	1	-1	i	i	i	i
COc1cccc(C2C=C(c3cccs3)Nc3ncnn32)c1OC (stereo not given)	i	-15	i	i	i	11	16	i	i	i	i
COc1ccc(C(=O)NC(=S)Nc2ccc3oc(=O)ccc3c2)cc1	i	-11	i	i	i	0	.	i	i	i	i
COc1ccc(N2CCN(C(=O)c3cccc4nc(C)oc34)CC2)cc1	i	4	i	i	i	1	.	i	i	i	i
Cc1nc(NC(=O)CSc2nnc(C3CC3)n2C)sc1C(=O)N(C)C	i	-5	i	i	i	14	-8	i	i	i	i
Cc1ccc(NS(=O)(=O)c2c(C)[nH]c(C)c2C(=O)N2CCCCC2)c(C)c1	i	-7	i	i	i	16	0	i	i	i	i
Cc1ccccc1OCCC(=O)N1CCN(S(=O)(=O)c2ccc(Cl)cc2)CC1	i	-16	i	i	i	4	1	i	i	i	i
Cc1ccc(NC(=O)CN2C(=O)NC(C)(c3ccc(Cl)cc3)C2=O)cc1 (stereo not given)	i	-1	i	i	i	-2	0	i	i	i	i
C=CCn1c(SCn2nnc3ccccc3c2=O)nnc1-c1ccc(Br)cc1	i	1	i	i	i	0	2	i	i	i	i
CCCC1=C(C(=O)OCC)C(c2cccs2)n2ncnc2N1 (stereo not given)	i	-5	i	i	i	-4	-1	i	i	i	i
COc1ccc(/C=N/NC(=O)c2c(C)nc3ccccn23)cc1[N+](=O)[O-]	i	-4	i	i	i	-3	4	i	i	i	i
O=C(Nc1cccc(-c2nc3ccccc3[nH]2)c1)c1ccc(C(=O)Nc2cccc(-c3nc4ccccc4[nH]3)c2)cc1	i	-5	i	i	i	6	5	i	i	i	i
O=C(CN1CCN(c2ccccc2)CC1)N1N=CCC1c1ccccc1 (stereo not given)	i	-9	i	i	i	78*	7	i	i	i	i
COCC1CCCCN1Cc1cn[nH]c1-c1ccc(OC)cc1OC (stereo not given)	i	-17	i	i	i	-3	-3	i	i	i	i
Cc1ccc(/C=N/N2CCN(Cc3ccccc3)CC2)s1	i	-16	i	i	i	-2	-6	i	i	i	i
COc1c(C)cccc1C(=O)Nc1ccc(CN2CCOCC2)cc1	i	-6	i	i	i	-2	3	i	i	i	i
CCCCCn1c(SCCCC)nc2c1c(=O)[nH]c(=O)n2C	i	-1	i	i	i	-10	-3	i	i	i	i
CCCCNC(=S)N(C)/N=C/c1ccc(F)cc1	i	-8	i	i	i	0	1	i	i	i	i
COC(=O)[C@]1(CC(C)C)N[C@H](c2ccc(-c3cccc(Cl)c3)cc2)[C@@H]2C(=O)N(C)C(=O)[C@@H]21	i	-17	i	i	i	-3	56*	i	.	i	-10*
Cn1c(=O)n(CC(=O)O)c(=O)c2c1nc1n2CCS1	i	-9&-10	i	i	i	-1&-1	-4	i	i	i	i
Cc1ccc2nc(SCCC#N)nc(C)c2c1	i	-10	i	i	i	0	-4	i	i	i	i
COc1cc2c(cc1OC)C(C)N(C(=O)Cn1ncc3c1-c1cc(C)ccc1OC3)CC2 (stereo not given)	i	-13	i	i	i	3	2	i	i	i	i
c1ccc(CN2CCN(CCN3CCn4c3nc3ccccc34)CC2)cc1	i	-12	i	i	i	1	-3	i	i	i	i
COc1cccc(C(=O)NCC(=O)N2CCC3(CC2)NCCc2[nH]cnc23)c1	i	-6	i	i	i	-1	2	i	i	i	i

These rows are one share of the data; count on the stated rates, not on these rows.
